# UCHL1 block: blocks human UCHL1 ubiquitin-rhodamine cleavage; inhibition, % at 20 µM; purified UCHL1, Ub-rhodamine cleavage fluorescence; hit rate 0.2% among 47,000
# Target sequence (P09936 whole entry, looked up): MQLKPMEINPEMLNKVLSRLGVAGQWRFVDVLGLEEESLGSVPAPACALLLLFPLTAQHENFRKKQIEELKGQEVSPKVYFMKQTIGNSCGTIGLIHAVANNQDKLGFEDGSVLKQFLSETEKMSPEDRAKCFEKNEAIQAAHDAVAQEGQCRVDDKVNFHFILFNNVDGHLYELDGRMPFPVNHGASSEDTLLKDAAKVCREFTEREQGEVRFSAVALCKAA
# USP17 inh: inhibitors of human USP17 deubiquitinase | A8MUK1 | purified USP17, Ub-rhodamine cleavage fluorescence, 3 h | hit rate 6.5% among 47,000 | inhibition, % at 50 µM | AID 1645855
# USP28 block: inhibitors of human USP28 deubiquitinase | inhibition, % at 25 µM | hit rate 3% among 47,000 | AID 1645857 | Q96RU2 | purified USP28, Ub-rhodamine cleavage fluorescence, 30 min
# USP30 block: human USP30 deubiquitinase inhibition. hit rate 5.3% among 47,000. inhibition, % at 25 µM. purified USP30, Ub-rhodamine cleavage fluorescence. Q70CQ3
# USP8 inh: human USP8 deubiquitinase inhibition | purified USP8, Ub-rhodamine cleavage fluorescence, 30 min | inhibition, % at 20 µM | hit rate 4.2% among 47,000
# OTUD3 block: inhibitors of human OTUD3 deubiquitinase | hit rate 0.7% among 47,000 | purified OTUD3, Ub-rhodamine fluorescence, 2 h | inhibition, % at 25 µM | Q5T2D3
# USP10 inh: human USP10 deubiquitinase inhibition | purified USP10, Ub-rhodamine fluorescence, 60 min | inhibition, % at 20 µM | hit rate 1.1% among 47,000
# Target sequence (Q14694 whole entry, looked up): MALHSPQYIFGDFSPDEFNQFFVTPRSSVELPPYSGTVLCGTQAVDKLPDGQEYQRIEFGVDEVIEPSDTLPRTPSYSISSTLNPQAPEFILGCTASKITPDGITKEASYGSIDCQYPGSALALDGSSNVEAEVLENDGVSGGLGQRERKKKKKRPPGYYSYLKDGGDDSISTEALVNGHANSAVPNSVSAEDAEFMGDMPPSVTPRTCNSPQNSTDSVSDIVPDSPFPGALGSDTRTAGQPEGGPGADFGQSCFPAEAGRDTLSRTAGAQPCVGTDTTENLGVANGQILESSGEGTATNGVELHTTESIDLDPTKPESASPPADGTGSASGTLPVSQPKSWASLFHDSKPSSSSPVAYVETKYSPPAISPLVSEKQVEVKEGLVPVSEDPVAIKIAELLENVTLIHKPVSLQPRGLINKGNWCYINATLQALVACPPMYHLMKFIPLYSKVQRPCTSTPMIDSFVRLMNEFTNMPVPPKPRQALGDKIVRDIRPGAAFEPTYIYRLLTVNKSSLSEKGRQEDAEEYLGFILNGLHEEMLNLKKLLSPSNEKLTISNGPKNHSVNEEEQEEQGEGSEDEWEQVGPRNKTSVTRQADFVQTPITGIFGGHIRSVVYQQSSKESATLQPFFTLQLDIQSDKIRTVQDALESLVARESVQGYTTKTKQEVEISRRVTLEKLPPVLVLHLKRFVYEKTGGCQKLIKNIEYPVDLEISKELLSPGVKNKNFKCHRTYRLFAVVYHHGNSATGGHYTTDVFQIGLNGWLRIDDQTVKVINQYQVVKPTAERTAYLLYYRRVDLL
# USP7 block: inhibitors of human USP7 deubiquitinase; Q93009; purified USP7, Ub-rhodamine cleavage fluorescence; inhibition, % at 20 µM; hit rate 0.3% among 47,000; AID 1645854
# * hit, by the source's call; i = inactive; . = not tested or not shown. No stated cut-off is given here; in the data, active means inhibition above about 30%; inactive means the rest.
SMILES,UCHL1 block,USP17 inh,USP28 block,USP30 block,USP8 inh,OTUD3 block,USP10 inh,USP7 block
Cc1ccc(-c2cc3c(=O)n(Cc4noc(CN5CCCCC5)n4)ccn3n2)cc1,0,4,-2,0,8,-12,-1,1
CCN1CCC(n2c(C(F)(F)F)nc3c(OC)cccc32)CC1,-1,4,3,10,4,5,0,1
C/C(N)=C(/C#N)c1csc(N)n1,-31,-135,-139,i,-22,-123,-9,-71
Cc1cc(=O)n2c(C(=O)Nc3cccc(C)c3C)c(C(=O)Nc3ccc(F)cc3)sc2n1,-1,-2,-7,2,1,-4,16,1
Cc1ccc(NCc2cc3c(-c4cccc(F)c4)nn(-c4ccccc4)c3[nH]c2=O)cc1C,18,-88,-77,-349,37*,-95,36*,51*
COc1ccc(-c2cc(NC=O)c3ncc(-c4cnn(C)c4)n3c2)cn1,-85,-180,-227,i,-212,-236,-8,-88
CCCn1c(=O)c(-c2ccc(C(=O)NCc3ccc(OC)cc3)cc2)nc2cccnc21,5,87*,13,32*,65*,23,33*,31*
Cc1n[nH]c(C)c1CC(=O)N1CCCC(c2ccnc(=O)[nH]2)C1 (stereo not drawn),-10,7,0,-9,-3,5,-5,-11
CC(C)(C)c1noc(-c2c(O)c3cnn(Cc4ccccc4)c3[nH]c2=O)n1,-1,5,1,16,9,7,2,8
CC(C)(C)OC(=O)N1C[C@@H](O)[C@H](n2cnc3c(N)ncnc32)C1,1,12,7,15,19,11,0,3
Cc1cc(C)cc(C(=O)N2CCc3c(c(-c4nc(C5CC5)no4)nn3C)C2)c1,-1,-22,-34,-2,-101,-12,0,-22
CNC(=O)C1(C)CN(C(=O)c2cnc3ccccc3c2)CCO1 (stereo not drawn),-1,0,-8,3,0,-8,2,-1
O=C(Cc1ccc2c(c1)OCO2)N1CCC(c2ccncc2)CC1,1,2,.,.,2,0,3,4
Cc1ccc(NC(=O)Cc2nn[nH]n2)cc1Cl,-1,0,-1,-9,5,2,0,-1
CC1CCN(c2ccc(C(=O)NC(c3ccccc3)c3ccccc3)cc2[N+](=O)[O-])CC1,3,20,8,30,11,5,4,3
O=S(=O)(CCSc1ccc(Cl)cc1)c1ccc(OC(F)(F)F)cc1,-1,5,2,4,-7,13,1,3
CCOc1ccccc1/C=C/C12NC(=O)CN1c1ccccc1C2(C)C (stereo not drawn),3,-24,-72,-90,6,-26,2,6
Cc1onc(C(=O)NCc2ccccc2)c1CN1CCOCC1,-1,.,0,-7,-3,-9,0,-3
CC(=O)c1cccc(Nc2ncnc3c2nnn3C)c1,-3,-14,-15,-19,-10,-4,0,1
O=C(CCC1CCCC1)N1CCN(C(=O)c2cc(-c3ccccn3)n[nH]2)CC1,-1,-27,-3,6,-156,-3,2,-2
O=C(Nc1ccccc1)c1cc(C2CC2)on1,3,9,10,4,8,5,-3,5
Cc1c(C(=O)N2CCCCC2)nnn1-c1cccc2c1CCN(CC1CC1)C2,-4,-25,-28,-115,14,-27,-6,0
CN(C)C1CCN(C(=O)c2cc(-c3cnc(-c4cccc(F)c4)nc3)cn2C)C1 (stereo not drawn),-1,-23,-13,-34,-3,-9,-3,-2
Cc1sc2nc(-c3cccnc3)nc(N3CCc4ccccc4C3)c2c1C,-13,8,-26,-247,-27,-34,-8,-84
O=C(COc1ccc(C(=O)OCc2csc(-c3ccccc3)n2)cc1)Nc1cccc(C(F)(F)F)c1,-2,31*,9,33*,18,7,14,2

# A draw from above in order of SMILES length, low to high:
SMILES,UCHL1 block,USP17 inh,USP28 block,USP30 block,USP8 inh,OTUD3 block,USP10 inh,USP7 block
C/C(N)=C(/C#N)c1csc(N)n1,-31,-135,-139,i,-22,-123,-9,-71
CCN1CCC(n2c(C(F)(F)F)nc3c(OC)cccc32)CC1,-1,4,3,10,4,5,0,1
Cc1sc2nc(-c3cccnc3)nc(N3CCc4ccccc4C3)c2c1C,-13,8,-26,-247,-27,-34,-8,-84
Cc1n[nH]c(C)c1CC(=O)N1CCCC(c2ccnc(=O)[nH]2)C1 (stereo not drawn),-10,7,0,-9,-3,5,-5,-11
CC1CCN(c2ccc(C(=O)NC(c3ccccc3)c3ccccc3)cc2[N+](=O)[O-])CC1,3,20,8,30,11,5,4,3

# New compounds follow
SMILES,UCHL1 block,USP17 inh,USP28 block,USP30 block,USP8 inh,OTUD3 block,USP10 inh,USP7 block
CC1=C(c2ccccc2)S(=O)(=O)N(CC(=O)Nc2ccc(Br)c(C)c2)C1=O,2,-1,2,-36,6,-5,-2,-9
O=C(CSc1ncn[nH]1)Nc1ncc(C(F)(F)F)cc1Cl,-1,6,0,-20,2,1,2,2
O=C1CCC[C@]2(CN(Cc3cnc(N4CCOCC4)nc3)C[C@H]2c2cccnc2)N1,-3,3,0,0,0,-2,0,-1
O=c1c(S(=O)(=O)N2CCCCCC2)cccn1Cc1cccc(F)c1,-4,-10,2,-27,-8,0,-8,-19
Cc1ccc(C(C)C)c(OCC(=O)Nc2ccc3c(c2)nc(CCN2CCN(c4ccc(F)cc4)CC2)n3C)c1,4,1,-5,1,4,0,2,6
O=C(Cc1csc2nc(-c3ccccc3)cn12)Nc1ccccc1,4,-2,-1,-14,3,-10,4,-1
CN1CCCN(C(=O)COc2ccccc2)c2nc3ccccc3nc21,-5,-13,-20,-37,-9,-12,-4,-13
COc1ccc(-c2nnc3ccc(SCC(=O)N4CCCCC4)nn23)cc1,-4,-3,-5,8,-4,-2,0,0
N#Cc1cnn2cc3c(nc12)-c1ccccc1OC3,-1,-55,-198,-333,-36,-95,-3,-1
Cc1nn(-c2ccc(F)cc2)c(C)c1S(=O)(=O)Nc1cccnc1,1,15,11,8,10,7,1,4
Cc1c(-c2ccccn2)c(=O)[nH]n1-c1ccc(F)cc1,-7,-49,-42,-114,-18,-36,-6,-11
Cc1c(C(=O)Nc2ccc(F)cc2Cl)sc2ncn(CC(=O)Nc3cccc(C(F)(F)F)c3)c(=O)c12,-2,-1,.,.,-8,9,20,14
N#Cc1ccc(C(=O)NC2CCN(c3ccccc3)C2=O)cc1 (stereo not drawn),0,-11,-20,-3,-13,-3,0,1
COc1ccc(Cl)cc1S(=O)(=O)N1CCc2nc(C)ncc2C1,-4,-17,-18,-60,6,-7,-3,-2
O=C(NCc1ccco1)c1ccc2c(c1)N(Cc1cccc(Cl)c1)C(=O)c1ccccc1S2,1,38*,12,-27,13,18,2,15
Cc1cc(NS(=O)(=O)c2ccc(NC(=O)COc3ccc(C(=O)c4ccccc4)cc3)cc2)nc(C)n1,0,22,22,21,20,10,11,0
Cc1cnc(C(=O)N2CCCC(c3ncc(Cc4ccc(F)cc4)o3)C2)cn1 (stereo not drawn),2,6,14,31*,17,10,0,3
CCOC(=O)c1sc2nc(C)nc(NCc3cccnc3)c2c1C,-1,-9,-12,-59,4,-10,-4,2
COc1ccc(-c2cc(C(=O)N3CCCC3c3cc(C(C)C)on3)on2)cc1 (stereo not drawn),7,20,15,30,12,21,4,7
O=C(c1cn2cc(Cl)ccc2n1)N1CCC2(CC1)OCCO2,0,-5,-6,-10,-1,-2,-3,1
CCOc1ccc(C(C(=O)NC2CCCC2)N(CCCO)C(=O)c2ccc(-c3ccccc3)[nH]2)cc1 (stereo not drawn),0,0,0,14,-3,-5,5,4
Cc1ccc(C)c2[nH]c(=O)c(CN(CCO)C(=O)NC3CCCCC3)cc12,0,-11,.,.,-2,-1,0,-7
CNC(=O)N1CC[C@H]2COC(=O)N(Cc3ccccc3)[C@@H]2C1,-2,-9,-1,-13,-43,-2,1,-1
CCn1cc(S(=O)(=O)N2CCC3(CCc4ccccc4C(=O)N3)C2)cn1 (stereo not drawn),-2,3,-4,2,-2,1,-1,3
O=C(Cn1cc(S(=O)(=O)Cc2ccccc2F)c2ccccc21)N1CCCCCC1,0,0,0,3,4,0,-2,-8

# Single records (already shown):
# Results for CNC(=O)N1CC[C@H]2COC(=O)N(Cc3ccccc3)[C@@H]2C1 → UCHL1 block = -2; USP17 inh = -9; USP28 block = -1; USP30 block = -13; USP8 inh = -43; OTUD3 block = -2; USP10 inh = 1; USP7 block = -1
# Results for Cc1ccc(C(C)C)c(OCC(=O)Nc2ccc3c(c2)nc(CCN2CCN(c4ccc(F)cc4)CC2)n3C)c1 → UCHL1 block = 4; USP17 inh = 1; USP28 block = -5; USP30 block = 1; USP8 inh = 4; OTUD3 block = 0; USP10 inh = 2; USP7 block = 6
# Results for N#Cc1cnn2cc3c(nc12)-c1ccccc1OC3 → UCHL1 block = -1; USP17 inh = -55; USP28 block = -198; USP30 block = -333; USP8 inh = -36; OTUD3 block = -95; USP10 inh = -3; USP7 block = -1

# Further results:
SMILES,UCHL1 block,USP17 inh,USP28 block,USP30 block,USP8 inh,OTUD3 block,USP10 inh,USP7 block
COC(=O)c1ccc(CSc2nc(N)c(NC(=O)c3ccco3)c(=O)[nH]2)o1,-10,-36,-17,-33,-197,-6,-14,-8
CC(=O)O[C@H]1C[C@@]2(C)[C@@H](CC[C@H]3[C@@]4(C)C=CC(=O)[C@@H](C)[C@@H]4[C@H](OC(C)=O)C(=O)[C@@]32C)/C1=C(\CCC=C(C)C)C(=O)O,-1,1,11,6,-9,11,-2,3
Cc1nc2c(nnn2C[C@@H]2CCCN(C(=O)C3CCCC3)C2)c(=O)[nH]1,-4,-14,-6,-3,2,-9,0,-1
CN(C(=O)c1c(-c2ccccc2)nnc2ccccc12)c1cccc(Cl)c1,0,-4,2,5,-19,0,0,-77
CCN(CC(=O)Nc1cc(Cl)ccc1C)C(=O)/C=C/c1cc(OC)c(OC)c(OC)c1,1,-16,-14,-13,-10,-10,-1,1
COc1ccc(-c2cn(-c3ccc(C)cc3)c(=O)n2CC(=O)Nc2ccc(OC)cc2OC)cc1,9,-39,-12,-14,-2,-10,1,4
O=C(c1ccc(-n2ccnc2)nc1)N(Cc1ccco1)C1CCCC1,-3,3,-6,5,-3,-2,0,-1
O=C(NC1CC1)c1ccc2c(c1)CCN2C(=O)C1CCCC1,-1,-4,4,0,-44,0,2,0
O=C(/C=C/c1ccc(Br)cc1)NCCCn1ccnc1,2,0,-2,-14,-4,0,-6,2
Cc1cccc(CN2CC(c3noc(-c4ccccn4)n3)CC2=O)c1 (stereo not drawn),-12,-15,-15,-76,-60,-17,-1,-10
COc1ccccc1C(NC(=O)c1cnn(C)c1)c1nccn1C (stereo not drawn),0,9,4,9,14,9,0,3
O=C(c1ccc(F)cc1)N1CCN(Cc2nnnn2-c2cccc(F)c2)CC1,4,0,7,23,8,6,0,6
COc1ccccc1NC(=O)N(CCN1CCOCC1)Cc1cc2c(C)cc(C)cc2[nH]c1=O,-5,-17,-21,-25,-48,-8,-3,-11
CCc1nc(N2CCCC2=O)sc1C(=O)N1CCN(c2ccc(C(C)=O)cc2)CC1,-2,-24,-12,-18,1,-7,0,0
O=C(c1cc(F)ccc1-n1cnnn1)N1CCN(c2ccccc2)CC1,1,13,8,12,5,4,0,3
O=C(NCc1ccc2c(c1)OCO2)c1nn(C23CC4CC(CC(C4)C2)C3)cc1[N+](=O)[O-],6,6,25,62*,-30,33*,10,12
Cc1ccc(S(=O)(=O)NC(=O)c2cn(-c3ccccc3)nc2C(F)(F)F)cc1,0,.,20,30,0,20,6,6
CC(C)c1ccc(CNC(=O)c2nc3ccccc3[nH]2)cc1,2,50*,7,3,1,1,8,7
CNC(=O)C1CNCCN1C(=O)Cc1c(C)[nH]c2ccc(Cl)cc12 (stereo not drawn),-2,-19,-10,-26,-88,-12,-3,-2
Cn1c(N2CCCC(C(=O)Nc3cccc(F)c3)C2)cc(=O)n(C)c1=O (stereo not drawn),-4,-11,-17,-16,-16,-10,-2,-4
CC(C)CCn1c(=O)c2ccccc2n2c(CCC(=O)NCC3CCCO3)nnc12 (stereo not drawn),3,5,1,2,9,5,-8,-8
COc1ccccc1N(C(=O)Nc1ccccc1)C1=NCCC1,8,12,46*,15,8,7,6,-2
O=C(CC(C(=O)c1ccccc1)c1cccs1)c1ccc(Cl)cc1 (stereo not drawn),-13,-24,-3,-13,-59,2,3,2
CN(CC1COc2ccccc2O1)C(=O)c1cncc(-c2cncnc2)c1 (stereo not drawn),-4,2,-2,6,8,-8,-5,0
COc1cccc(C(=O)NC2CCN(c3ccccc3)C2=O)c1 (stereo not drawn),2,15,14,24,13,20,3,4
# Other structures:
SMILES,UCHL1 block,USP17 inh,USP28 block,USP30 block,USP8 inh,OTUD3 block,USP10 inh,USP7 block
CCOC(=O)N1CCN(C(=O)c2cn(-c3ccccc3Cl)nn2)CC1,-1,-6,-4,-50,-5,-3,0,-1
CN(Cc1cccnc1Oc1ccccc1)S(=O)(=O)C1CC1,-1,10,5,17,16,6,0,0
Cc1ccc(S(=O)(=O)N2CCCCC2)cc1NS(=O)(=O)c1ccc2c(c1)OCCCO2,7,6,.,.,5,7,3,9
CN(NC(=O)c1cccc(C(F)(F)F)c1)c1c(C#N)c(C(F)(F)F)nn1C,0,-10,-10,-11,-6,-4,-1,0
O=C(COc1ccc(Cl)cc1)NCC(c1ccco1)N1CCOCC1 (stereo not drawn),5,-32,-15,-63,15,0,1,-71
CC1CCC(NC(=O)c2cnn3c4c(cnc23)CC(C)CC4)CC1 (stereo not drawn),-11,-15,-33,-110,0,-20,-12,-15
COc1ccc(CCNC(=O)N2CCC3(CC2)NC(=O)[C@H]2CN(CC(C)C)C[C@H]23)cc1,0,0,15,12,-38,12,-1,4
O=C(C1CCC1)N1CCC(CCOc2ccc(F)cc2)CC1,1,7,-2,10,0,-5,2,-115

# Screening data as filed in PubChem BioAssay.
